Bioassay records from PubChem BioAssay.
MEKK3 PB1 HTS = modulators (inhibitors or enhancers) of MEK5 binding to human MEKK3 PB1 domain; Q99759; bead-based flow cytometry, Alexa488-MEK5 binding to MEKK3; actives lie on both sides; 0 = blocked by unlabeled MEK5, 100 = vehicle; binding response (% of control), % at 10 µM; 290,000 tested, 1.4% active; AID 1529;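 active = binding response more than 3 SD above or below the average of its plate-row segment, actives on both sides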;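 note: Alexa488 bead fluorescence after subtracting the streptavidin-only scavenger bead signal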
Target sequence (Q99759 whole entry, looked up, the tested form may be a part): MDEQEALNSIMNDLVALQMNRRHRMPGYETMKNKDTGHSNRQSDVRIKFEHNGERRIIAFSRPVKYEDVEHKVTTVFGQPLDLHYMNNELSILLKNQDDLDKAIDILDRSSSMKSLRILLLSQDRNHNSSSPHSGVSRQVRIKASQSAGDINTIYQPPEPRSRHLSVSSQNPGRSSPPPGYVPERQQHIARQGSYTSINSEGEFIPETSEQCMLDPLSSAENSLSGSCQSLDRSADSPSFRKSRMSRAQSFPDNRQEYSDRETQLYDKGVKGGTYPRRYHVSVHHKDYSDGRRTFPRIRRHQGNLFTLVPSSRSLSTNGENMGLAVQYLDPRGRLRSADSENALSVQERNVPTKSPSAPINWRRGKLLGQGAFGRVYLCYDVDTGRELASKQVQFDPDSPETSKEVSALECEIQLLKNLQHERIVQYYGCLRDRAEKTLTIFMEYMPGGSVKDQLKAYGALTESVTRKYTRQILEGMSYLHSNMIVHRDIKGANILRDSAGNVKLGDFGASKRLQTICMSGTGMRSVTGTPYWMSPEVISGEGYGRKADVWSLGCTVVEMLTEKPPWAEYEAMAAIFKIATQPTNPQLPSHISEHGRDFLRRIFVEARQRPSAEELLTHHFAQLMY
PHOSPHO1 inh = blocks human PHOSPHO1 phosphatase activity; Q8TCT1; inhibition, % at 13.3 µM; 290,000 tested, 1.1% active; recombinant PHOSPHO1, absorbance phosphatase assay; AID 1565; in the data active = inhibition above about 60%
Target sequence (Q8TCT1 whole entry, looked up): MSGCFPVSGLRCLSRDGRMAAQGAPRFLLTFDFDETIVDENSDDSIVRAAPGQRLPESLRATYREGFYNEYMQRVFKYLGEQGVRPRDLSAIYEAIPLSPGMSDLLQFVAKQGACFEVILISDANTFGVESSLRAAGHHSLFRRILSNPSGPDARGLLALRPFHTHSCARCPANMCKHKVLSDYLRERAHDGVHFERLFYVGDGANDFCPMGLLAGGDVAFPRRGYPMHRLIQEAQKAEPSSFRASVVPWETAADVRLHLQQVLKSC
UBC9 SUMO inh = inhibitors of human SUMOylation (UBC9); P63279; HTRF SUMOylation assay, SAE1/SAE2 + UBC9, in vitro; 290,000 tested, 0.36% active; AID 2006; inhibition, % at 35 µM; in the data active = inhibition above about 50%, passing the limit was not always enough; note: strong numbers were not always called active
Target sequence (P63279 whole entry, looked up): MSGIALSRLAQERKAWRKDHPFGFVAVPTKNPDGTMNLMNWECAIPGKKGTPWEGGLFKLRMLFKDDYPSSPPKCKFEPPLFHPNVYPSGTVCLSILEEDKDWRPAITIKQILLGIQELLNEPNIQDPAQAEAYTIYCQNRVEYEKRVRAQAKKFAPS
DNA FID counter = counter-screen for HCV NS3 helicase inhibitors: DNA intercalator displacement; DNA fluorescent intercalator displacement, fluorescence; inhibition, % at 7.9 µM; 290,000 tested, 0.17% active; in the data active = inhibition above about 37%;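 note: 0% = vehicle and 100% = reference compound; higher means more ethidium bromide displaced from hairpin DNA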
VIM-2 inh = blocks Pseudomonas aeruginosa VIM-2 metallo-beta-lactamase. purified VIM-2, nitrocefin hydrolysis, epi-absorbance fluorescence. inhibition, % at 5.6 µM. 290,000 tested, 0.89% active. AID 1527;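 active = inhibition above the mean of all tested compounds plus 3 SD, cutoff set per screening run, cut at about 7.5% in these data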;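 note: red hydrolysis product quenches plate fluorescence so inhibitors raise well fluorescence; 0% = enzyme with DMSO and 100% = DMSO without enzyme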
IMP-1 inh = inhibitors of Pseudomonas aeruginosa IMP-1 metallo-beta-lactamase. purified IMP-1, nitrocefin hydrolysis, epi-absorbance fluorescence. inhibition, % at 5.6 µM. 290,000 tested, 0.45% active. AID 1556;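 active = inhibition above the mean plus 3 SD of all compounds in the same screening run, cut at about 4.5% in these data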;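 note: 0% = IMP-1 with DMSO and 100% = DMSO wells lacking enzyme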
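Test system: recombinant IMP-1 enzyme, purified / Medium: HEPES buffer pH 7.1 with ZnSO4 and Brij 35 / Doses: single dose, 5.6 µM / Times: 25 °C, 15 min preincubation, 25 min reaction / Detection: Epi-absorbance via hydrolysed-nitrocefin quenching of white-plate fluorescence, 480/530 nm, EDTA stop / Evaluation: percent inhibition from optical density relative to buffer-blank wells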
NS3 helicase inh = blocks Hepatitis C virus NS3 helicase unwinding | 290,000 tested, 0.56% active | AID 1800 | inhibition, % at 10.9 µM | NS3 helicase DNA unwinding, Cy5 molecular beacon fluorescence;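 active = inhibition above the mean of all tested compounds plus 3 SD, set per campaign, cut at about 35% in these data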;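 note: 0% = DMSO wells and 100% = thioflavine S control wells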
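System: Hepatitis C virus NS3 helicase domain fragment enzyme | Reagent: Annealed dual-labelled DNA beacon duplex, ATP-started | Compound dosing: 10.9 µM single point, 0.8% DMSO | Incubation: 1 h reaction at 25 °C, ATP-initiated | Technique: Cy5 fluorescence | Evaluation: Percent inhibition from t60/t0 fluorescence ratio | Benchmarks: Low DMSO, high thioflavine S at 110 µM | Replication: Singlicate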
pCIP destab = compounds decreasing mouse p/CIP protein stability; 290,000 tested, 0.01% active; Q05BA5; decrease of EGFP signal, % at 10 µM; F442A p/CIP-EGFP cells, EGFP fluorescence, 16 h;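 active = EGFP signal decrease of at least 30% at 10 µM or well 3 SD below plate mean, unless failing retest; inactive = the rest, including hits failing retest or dose response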; note: some compounds called inactive have numbers as strong as hits; many of its hits are not listed in these tables
IDE act = activators of human insulin-degrading enzyme in cells. HEK cells, FAbeta-B cleavage, fluorescence polarization; 0% vehicle, 100% cell-free pure enzyme wells. activation, % at 5.96 µM. 340,000 tested, 0.073% active;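 active = activation above the mean of all tested compounds plus 3 SD, set per screening campaign, cut at about 17% in these data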
* marks the source's active call; other numbers are inactive results. Not all compounds are listed, so the mix of outcomes need not match the whole.

How did COc1ccccc1CC(=O)N1CCC(n2nccc2NC(=O)C2CCOC2)CC1 (stereo unspecified) do in these assays?
MEKK3 PB1 HTS: 104; PHOSPHO1 inh: 14; UBC9 SUMO inh: 21; DNA FID counter: -10; VIM-2 inh: -1.3; IMP-1 inh: -0.8; NS3 helicase inh: 5; pCIP destab: -17; IDE act: 4

How did Cc1ccc(-c2nc(CN(C)Cc3cccc4cnccc34)c(C)o2)s1 do in these assays?
MEKK3 PB1 HTS: 102; PHOSPHO1 inh: 41; UBC9 SUMO inh: 25; DNA FID counter: -13; VIM-2 inh: -1.9; IMP-1 inh: -2.1; NS3 helicase inh: -9; pCIP destab: -8; IDE act: 1

What do the screens show for `O=C(NCc1cccnc1)C(=O)NCC1CCCO1` (stereo unspecified)?
MEKK3 PB1 HTS: 100; PHOSPHO1 inh: 8; UBC9 SUMO inh: 7; DNA FID counter: 5; VIM-2 inh: -3.2; IMP-1 inh: -1.4; NS3 helicase inh: -4; pCIP destab: -11; IDE act: 2

How did Cc1cc(C)c2c(=O)c(C#N)coc2c1 do in these assays?
MEKK3 PB1 HTS: 99; PHOSPHO1 inh: 3; UBC9 SUMO inh: 36; DNA FID counter: -4; VIM-2 inh: -2.0; IMP-1 inh: -1.9; NS3 helicase inh: 3; pCIP destab: 5; IDE act: 0

How did COc1ccc(NC(=O)CN(C2CCCCC2)S(C)(=O)=O)cc1OC do in these assays?
MEKK3 PB1 HTS: 103; PHOSPHO1 inh: 16; UBC9 SUMO inh: 1; DNA FID counter: -5; VIM-2 inh: -0.2; IMP-1 inh: -0.1; NS3 helicase inh: -14; pCIP destab: 2; IDE act: -4

Results for CCC1=NN(C(=O)C(=O)Nc2ccc(Br)cc2)C(O)(C(F)(F)F)C1 (stereo unspecified) ?
MEKK3 PB1 HTS: 101; PHOSPHO1 inh: -3; UBC9 SUMO inh: -1; DNA FID counter: -7; VIM-2 inh: -3.1; IMP-1 inh: -3.9; NS3 helicase inh: 0; pCIP destab: 2; IDE act: 3

Results for Cc1cc(Br)ccc1NCc1ccccn1 ?
MEKK3 PB1 HTS: 105; PHOSPHO1 inh: -16; UBC9 SUMO inh: -23; DNA FID counter: 5; VIM-2 inh: -4.7; IMP-1 inh: -3.1; NS3 helicase inh: -1; pCIP destab: 5; IDE act: 2

Results for COc1ccc(NC(=O)c2cc(Br)ccc2Cl)c(OC)c1 ?
MEKK3 PB1 HTS: 102; PHOSPHO1 inh: -3; UBC9 SUMO inh: -7; DNA FID counter: -6; VIM-2 inh: -0.3; IMP-1 inh: -2.6; NS3 helicase inh: -1; pCIP destab: -2; IDE act: 5

Results for O=C(CCN1C(=O)C2C3CCC(C3)C2C1=O)OCC(=O)c1ccc(Br)cc1 (stereo unspecified) ?
MEKK3 PB1 HTS: 96; PHOSPHO1 inh: 48; UBC9 SUMO inh: 7; DNA FID counter: -26; VIM-2 inh: 0.8; IMP-1 inh: 1.7; NS3 helicase inh: 8; pCIP destab: -2; IDE act: -1

Results for O=C(O)C1CCN(S(=O)(=O)c2cccc3nsnc23)CC1 ?
MEKK3 PB1 HTS: 106; PHOSPHO1 inh: 19; UBC9 SUMO inh: 8; DNA FID counter: -1; VIM-2 inh: -0.9; IMP-1 inh: -0.1; NS3 helicase inh: 2; pCIP destab: 2; IDE act: -3

How did COCCOC(=O)c1c(C)n(C)c2ccc(OC(=O)C3CC3)cc12 do in these assays?
MEKK3 PB1 HTS: 94; PHOSPHO1 inh: -12; UBC9 SUMO inh: 24; DNA FID counter: -30; VIM-2 inh: -0.3; IMP-1 inh: -1.8; NS3 helicase inh: -7; pCIP destab: -1; IDE act: 7

How did O=CN1CCN(C(C(=O)NC2CCCCC2)c2cc3c(cc2[N+](=O)[O-])OCO3)CC1 (stereo unspecified) do in these assays?
MEKK3 PB1 HTS: 67; PHOSPHO1 inh: 24; UBC9 SUMO inh: 12; DNA FID counter: -12; VIM-2 inh: 1.3; IMP-1 inh: -0.5; NS3 helicase inh: 15; pCIP destab: -2; IDE act: 7

Results for Cc1ccccc1N1C(S)=C(C#N)C(=O)NC1c1cccs1 (stereo unspecified) ?
MEKK3 PB1 HTS: 101; PHOSPHO1 inh: 19; UBC9 SUMO inh: 8; DNA FID counter: 1; VIM-2 inh: -2.4; IMP-1 inh: -5.2; NS3 helicase inh: 67*; pCIP destab: 5; IDE act: -1

How did O=C(Nc1ccc2ccccc2c1)C(c1ccccc1)C1CCCC1 (stereo unspecified) do in these assays?
MEKK3 PB1 HTS: 98; PHOSPHO1 inh: 11; UBC9 SUMO inh: -12; DNA FID counter: 5; VIM-2 inh: -1.1; IMP-1 inh: -2.6; NS3 helicase inh: 0; pCIP destab: -5; IDE act: 5

Results for COc1ccc(/C=C/C(=O)c2ccc3c4c(cccc24)CC3)cc1 ?
MEKK3 PB1 HTS: 93; PHOSPHO1 inh: -11; UBC9 SUMO inh: 8; DNA FID counter: -7; VIM-2 inh: -2.2; IMP-1 inh: 2.6; NS3 helicase inh: 1; pCIP destab: -7; IDE act: 1

What do the screens show for `Cc1cccc(-n2c(O)cnc2Nc2nc(C)cc(C)n2)c1`?
MEKK3 PB1 HTS: 97; PHOSPHO1 inh: 23; UBC9 SUMO inh: 6; DNA FID counter: 5; VIM-2 inh: -1.9; IMP-1 inh: -1.9; NS3 helicase inh: -3; pCIP destab: 3

Results for CCCCn1c(SCC(=O)NCc2ccco2)nc2ccc(N3CCOCC3)cc2c1=O ?
MEKK3 PB1 HTS: 99; PHOSPHO1 inh: 4; UBC9 SUMO inh: 14; DNA FID counter: -6; VIM-2 inh: -4.3; IMP-1 inh: -4.1; NS3 helicase inh: 11; pCIP destab: -5; IDE act: 0

How did CCCCOc1ccc(C(C)NC(=O)CCS(=O)(=O)Cc2ccccc2Cl)cc1 (stereo unspecified) do in these assays?
MEKK3 PB1 HTS: 107; PHOSPHO1 inh: 2; UBC9 SUMO inh: -4; DNA FID counter: -4; VIM-2 inh: -1.3; IMP-1 inh: -5.3; NS3 helicase inh: -3; pCIP destab: -2; IDE act: 0

What do the screens show for `O=C(c1ccc(Br)o1)N1CCN(CCOc2ccccc2)CC1`?
MEKK3 PB1 HTS: 100; PHOSPHO1 inh: 49; UBC9 SUMO inh: -13; DNA FID counter: -26; VIM-2 inh: -2.2; IMP-1 inh: -3.0; NS3 helicase inh: 3; pCIP destab: 13; IDE act: 3

How did O=c1c2c(nc3n1CCS3)c1cc(F)ccc1n2Cc1cc(=O)n2cc(Cl)ccc2n1 do in these assays?
MEKK3 PB1 HTS: 110; PHOSPHO1 inh: 38; UBC9 SUMO inh: -5; DNA FID counter: 4; VIM-2 inh: 2.0; IMP-1 inh: 0.3; NS3 helicase inh: 0; pCIP destab: 1

What do the screens show for `Cc1noc(NS(=O)(=O)c2ccc(NC(=O)NC(C)(C(F)(F)F)C(F)(F)F)cc2)c1C`?
MEKK3 PB1 HTS: 107; PHOSPHO1 inh: 33; UBC9 SUMO inh: 2; DNA FID counter: -11; VIM-2 inh: -2.5; IMP-1 inh: -2.3; NS3 helicase inh: 12; pCIP destab: -5; IDE act: 0

Results for Cc1ccc(-c2nn(CC(N)=O)c(=O)c3ccccc23)cc1S(=O)(=O)N(C)C ?
MEKK3 PB1 HTS: 100; PHOSPHO1 inh: -7; UBC9 SUMO inh: 24; DNA FID counter: -9; VIM-2 inh: -3.8; IMP-1 inh: -1.3; NS3 helicase inh: -3; pCIP destab: 0; IDE act: -1

What do the screens show for `Cn1c(NCC(O)c2ccccc2)nc2c1c(=O)n(Cc1ccc(Cl)c(Cl)c1)c(=O)n2C` (stereo unspecified)?
MEKK3 PB1 HTS: 97; DNA FID counter: -1; VIM-2 inh: -5.2; IMP-1 inh: -4.0; NS3 helicase inh: -2; IDE act: -5

Results for Cc1ccccc1OCC(=O)NC(=S)Nc1ccc(S(=O)(=O)NC2CCCCC2)cc1 ?
MEKK3 PB1 HTS: 108; PHOSPHO1 inh: 42; UBC9 SUMO inh: 18; DNA FID counter: -1; VIM-2 inh: -0.9; IMP-1 inh: 4.0; NS3 helicase inh: -8; pCIP destab: -6; IDE act: 2

What do the screens show for `O=C(CSc1nc2cc(Cl)ccc2s1)Nc1cccc(S(=O)(=O)N2CCOCC2)c1`?
MEKK3 PB1 HTS: 106; PHOSPHO1 inh: -5; UBC9 SUMO inh: -10; DNA FID counter: -8; VIM-2 inh: -3.9; IMP-1 inh: -3.6; NS3 helicase inh: -14; pCIP destab: 0; IDE act: -10

What do the screens show for `CCn1c(CSc2nc(C)cc(C)n2)nnc1SCC(=O)Nc1nc(-c2ccccc2)cs1`?
MEKK3 PB1 HTS: 99; PHOSPHO1 inh: 34; UBC9 SUMO inh: 10; DNA FID counter: -4; VIM-2 inh: 1.1; IMP-1 inh: 0.8; NS3 helicase inh: 5; pCIP destab: -15; IDE act: 1

How did CCOc1ccc(NC(=O)CN2CCN(CC(=O)c3ccc(OCC)cc3)CC2)cc1 do in these assays?
MEKK3 PB1 HTS: 101; PHOSPHO1 inh: -14; UBC9 SUMO inh: -4; DNA FID counter: -4; VIM-2 inh: -2.0; IMP-1 inh: -1.4; NS3 helicase inh: -5; pCIP destab: -1; IDE act: -8

What do the screens show for `Cc1ccc(Cn2nnc3c(=O)[nH]c(C4CCN(S(=O)(=O)/C=C/c5ccccc5)CC4)nc32)cc1`?
MEKK3 PB1 HTS: 101; PHOSPHO1 inh: 41; UBC9 SUMO inh: -5; DNA FID counter: -37; VIM-2 inh: -3.5; IMP-1 inh: -5.6; NS3 helicase inh: 4; pCIP destab: -8; IDE act: -9

What do the screens show for `COc1ccc(NC(=S)N(CCCN2CCC(C)CC2)Cc2cccs2)cc1Cl`?
MEKK3 PB1 HTS: 101; PHOSPHO1 inh: -17; UBC9 SUMO inh: -2; DNA FID counter: 19; VIM-2 inh: -2.5; IMP-1 inh: -2.1; NS3 helicase inh: -31; pCIP destab: 2; IDE act: 1

Results for Cc1cc(C)n(-c2nc(-c3ccc(Cl)c(Cl)c3)cs2)n1 ?
MEKK3 PB1 HTS: 111; PHOSPHO1 inh: 45; UBC9 SUMO inh: -6; DNA FID counter: -12; VIM-2 inh: -8.0; IMP-1 inh: -2.4; NS3 helicase inh: 2; pCIP destab: 6; IDE act: 1

Filtered by structure, those above with a furan ring, fused or not (2)
Results for CCCCn1c(SCC(=O)NCc2ccco2)nc2ccc(N3CCOCC3)cc2c1=O ?
MEKK3 PB1 HTS: 99; PHOSPHO1 inh: 4; UBC9 SUMO inh: 14; DNA FID counter: -6; VIM-2 inh: -4.3; IMP-1 inh: -4.1; NS3 helicase inh: 11; pCIP destab: -5; IDE act: 0

What do the screens show for `O=C(c1ccc(Br)o1)N1CCN(CCOc2ccccc2)CC1`?
MEKK3 PB1 HTS: 100; PHOSPHO1 inh: 49; UBC9 SUMO inh: -13; DNA FID counter: -26; VIM-2 inh: -2.2; IMP-1 inh: -3.0; NS3 helicase inh: 3; pCIP destab: 13; IDE act: 3
